GLD-1 TGE inh = GLD-1-TGE RNA interaction inhibition (C. elegans). Q17339. purified GLD-1 + fluorescein TGE RNA, fluorescence polarization. inhibition, % at 5.96 µM. 320,000 tested, 0.44% active;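 active = percent inhibition above a per-plate cutoff, the plate mean of test compounds plus 3 SD, cut at about 30% in these data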;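 note: 0% = DMSO wells with GLD-1 and probe and 100% = wells lacking GLD-1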
Bcl-xL primary = Bcl-xL (human) inhibition; Q07817; GST-Bcl-xL / FITC-Bim BH3 peptide fluorescence polarization; inhibition, % at 10.9 µM; 320,000 tested, 0.7% active; AID 2129;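 active = inhibition above the mean of all tested compounds plus 3 SD, cutoff set per campaign, cut at about 30% in these data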;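 note: 0% = DMSO wells and 100% = unlabeled Bim-BH3 peptide competitor; inhibitors lower millipolarization by displacing the labeled peptide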
Target sequence (Q07817 whole entry, looked up): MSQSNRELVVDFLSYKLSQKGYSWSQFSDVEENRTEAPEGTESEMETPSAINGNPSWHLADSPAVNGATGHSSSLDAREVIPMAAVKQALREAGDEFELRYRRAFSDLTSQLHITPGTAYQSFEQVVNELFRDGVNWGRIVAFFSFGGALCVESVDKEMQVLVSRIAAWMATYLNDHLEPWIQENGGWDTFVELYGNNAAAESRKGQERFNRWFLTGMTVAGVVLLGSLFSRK
Fam108B inh = Fam108B inhibition, counter-screen for RBBP9 inhibitors; inhibition, % at 9.51 µM; AID 1947; 300,000 tested, 0.33% active; recombinant Fam108B, FP-Rh probe fluorescence polarization;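 active = inhibition above the screen mean inhibition plus 3 SD, computed separately per campaign, cut at about 18% in these data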;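 note: inhibitors lower polarization as less probe binds the enzyme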
MEX-5 binding = C. elegans MEX-5 TCR-2 RNA binding activity. Q9XUB2. MEX-5/FITC-TCR2 RNA binding, fluorescence polarization; hits give low values. activity score (negative = inhibition of binding), % at 10 µM. 300,000 tested, 0.38% active;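 active = inhibition past about -25% in most replicates, and total fluorescence under double the plate's negative control median, limit read from the data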;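 note: 0% = DMSO and -100% = 5 µM competing unlabeled TCR2 RNA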
GRK2 inh = inhibitors of human GRK2 displacing RNA aptamer; P25098; inhibition of aptamer binding, % at 10 µM; bead flow cytometry, FAM-aptamer displacement from GRK2; 330,000 tested, 0.59% active; AID 488847;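 active = inhibition of aptamer binding above 40%, roughly 3 SD of noise, on plates passing a quality check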;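 note: median bead fluorescence of bound FAM aptamer so fluorescent compounds give negative values; no value below 0 was filed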
Target sequence (P25098 whole entry, looked up): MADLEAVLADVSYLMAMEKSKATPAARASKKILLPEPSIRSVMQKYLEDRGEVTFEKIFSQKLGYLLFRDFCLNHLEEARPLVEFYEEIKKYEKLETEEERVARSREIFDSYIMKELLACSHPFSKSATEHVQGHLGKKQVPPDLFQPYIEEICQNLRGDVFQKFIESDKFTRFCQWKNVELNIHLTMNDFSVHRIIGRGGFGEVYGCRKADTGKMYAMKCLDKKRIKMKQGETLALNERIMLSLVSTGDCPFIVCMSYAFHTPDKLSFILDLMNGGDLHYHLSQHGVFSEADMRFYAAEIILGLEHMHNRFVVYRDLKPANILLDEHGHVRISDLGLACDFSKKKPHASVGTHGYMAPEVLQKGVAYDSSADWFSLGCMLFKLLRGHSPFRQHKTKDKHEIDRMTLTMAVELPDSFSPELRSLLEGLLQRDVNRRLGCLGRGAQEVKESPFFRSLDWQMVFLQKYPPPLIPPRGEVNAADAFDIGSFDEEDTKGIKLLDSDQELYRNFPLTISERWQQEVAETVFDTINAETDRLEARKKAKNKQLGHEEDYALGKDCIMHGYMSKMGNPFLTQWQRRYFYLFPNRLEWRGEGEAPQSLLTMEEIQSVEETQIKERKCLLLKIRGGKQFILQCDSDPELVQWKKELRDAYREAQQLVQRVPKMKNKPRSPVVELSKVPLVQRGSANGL
MCL1-BIM inh = inhibitors of human MCL1 binding to BIM-BH3 peptide; inhibition, % at 10.9 µM; Q07820; GST-MCL1 / FITC-Bim-BH3 fluorescence polarization; 320,000 tested, 0.68% active;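 active = inhibition above the mean inhibition of all tested compounds plus 3 SD, set per campaign, cut at about 40% in these data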;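 note: 0% = DMSO wells and 100% = unlabeled Bim-BH3 peptide control; higher means more loss of mP so more displacement of Bim peptide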
CIT2 TOR yeast = alters CIT2-GFP fluorescence in TOR pathway yeast screen. GFP response vs DMSO, % at 10 µM. S. cerevisiae CIT2-GFP strain, flow cytometry, 3 h; 100 means same as DMSO wells. 320,000 tested, 0.065% active;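 active = GFP response relative to DMSO above a set limit, near the screen mean plus 3 SD, cut at about 150% in these data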;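 note: ratio of well median GFP fluorescence to mean of DMSO wells on the plate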
AGP1-GFP MLPCN = modulators of TOR pathway AGP1-GFP in S. cerevisiae; AID 2066; 320,000 tested, 0.02% active; S. cerevisiae AGP1-GFP multiplex flow cytometry, 3 h; GFP as percent of DMSO wells; GFP response vs DMSO, % at 10 µM;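 active = GFP response relative to DMSO above a set limit, near screen average plus 3 SD, cut at about 150% in these data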;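 note: median GFP channel fluorescence of the gated AGP1 strain per well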
VLA-4 inh = inhibition in a human VLA-4 binding assay; P13612; VLA-4 expressing cells, ligand binding flow cytometry; inhibition, % (about 7 µM as worked out from the volumes in the protocol); 330,000 tested, 0.2% active; AID 2557; in the data active = inhibition above about 50%
* = called active by the depositor.

C/C(N)=C(/C#N)C(=O)CSc1nnc(-c2ccccc2)n1C was read as GLD-1 TGE inh 2, Bcl-xL primary 7, Fam108B inh 0, MEX-5 binding -2.0, GRK2 inh 0, MCL1-BIM inh 4, CIT2 TOR yeast 101, AGP1-GFP MLPCN 104 and VLA-4 inh 11.
For Cc1ccc(NS(=O)(=O)c2ccc3c(c2)c(=O)n(C)c(=O)n3C)cc1F the results were GLD-1 TGE inh 0, Bcl-xL primary 2, Fam108B inh 4, MEX-5 binding 1.5, GRK2 inh 0, MCL1-BIM inh -3, CIT2 TOR yeast 83, AGP1-GFP MLPCN 98 and VLA-4 inh 9.
`Cc1cc(C)n(CCC(=O)Nc2ccc3c(c2)OCCO3)n1` gave GLD-1 TGE inh -8, Bcl-xL primary 0, Fam108B inh 1, MEX-5 binding -2.7, GRK2 inh 5, MCL1-BIM inh -3, CIT2 TOR yeast 97, AGP1-GFP MLPCN 98 and VLA-4 inh 5.
Screening Cc1ccc(S(=O)(=O)NCC(=O)NCC(=O)OCC(=O)NC(=O)NC(C)(C)C)cc1C returned GLD-1 TGE inh 7, Bcl-xL primary -1, Fam108B inh 2, MEX-5 binding -0.2, GRK2 inh 6, MCL1-BIM inh 0, CIT2 TOR yeast 101, AGP1-GFP MLPCN 109 and VLA-4 inh -2.
`CC1CCCC(C)N1C(=O)c1cc(F)c(F)cc1Cl` (centres undefined) gave GLD-1 TGE inh -7, Bcl-xL primary -4, Fam108B inh -2, MEX-5 binding -0.1, GRK2 inh 1, MCL1-BIM inh -2, CIT2 TOR yeast 105, AGP1-GFP MLPCN 96 and VLA-4 inh 5.
For O=C(O)C1CCCN1S(=O)(=O)c1ccc2[nH]c(=O)c(=O)[nH]c2c1 (centres undefined) the results were GLD-1 TGE inh 5, Bcl-xL primary 2, Fam108B inh -5, MEX-5 binding -0.7, GRK2 inh 5, MCL1-BIM inh -1, CIT2 TOR yeast 104, AGP1-GFP MLPCN 101 and VLA-4 inh 4.
For O=C(c1cccs1)N1CCC(c2ccccc2)C1 (centres undefined) the results were GLD-1 TGE inh -3, Bcl-xL primary 1, Fam108B inh 0, MEX-5 binding -0.3, GRK2 inh 0, MCL1-BIM inh 1, AGP1-GFP MLPCN 103 and VLA-4 inh 4.
COc1cc(CN2CCSCC2)cc(OC)c1OC was read as GLD-1 TGE inh 6, Bcl-xL primary 7, Fam108B inh 0, MEX-5 binding -1.4, GRK2 inh 0, MCL1-BIM inh -2, CIT2 TOR yeast 99, AGP1-GFP MLPCN 105 and VLA-4 inh 17.
`CCN(CC)C(=O)[C@H]1CC(CC(=O)NC/C=C(\C)CCC=C(C)C)C(=O)N2CCc3c([nH]c4ccccc34)[C@]12C` (some centres undefined) gave GLD-1 TGE inh 11, GRK2 inh 3, CIT2 TOR yeast 99, AGP1-GFP MLPCN 89 and VLA-4 inh -9.
Screening CCc1ccc(Nc2ncc3c(n2)CC(C)(C)CC3=O)cc1 returned GLD-1 TGE inh 1, Bcl-xL primary -9, Fam108B inh -3, MEX-5 binding -0.5, GRK2 inh 0, MCL1-BIM inh -2, CIT2 TOR yeast 95, AGP1-GFP MLPCN 98 and VLA-4 inh 17.
Cc1cc[n+](-c2nc3ccccc3nc2[N-]S(=O)(=O)c2ccccc2)cc1 was read as GLD-1 TGE inh 12, Bcl-xL primary 17, Fam108B inh 8, MEX-5 binding 0.1, GRK2 inh 1, MCL1-BIM inh 17, CIT2 TOR yeast 105, AGP1-GFP MLPCN 101 and VLA-4 inh 10.
O=C(CSc1cccs1)Nc1ccc(Cl)cc1 was read as GLD-1 TGE inh 3, Bcl-xL primary 0, Fam108B inh -2, MEX-5 binding 0.4, GRK2 inh 2, MCL1-BIM inh -4, CIT2 TOR yeast 92, AGP1-GFP MLPCN 101 and VLA-4 inh -5.
Screening CSc1ccc(CNC(=O)Cc2ccc(NC(=O)C3=C(C)OCCS3)cc2)cc1 returned GLD-1 TGE inh 0, Bcl-xL primary -2, Fam108B inh 0, MEX-5 binding 0.3, GRK2 inh 0, MCL1-BIM inh 10, CIT2 TOR yeast 111, AGP1-GFP MLPCN 109 and VLA-4 inh -2.
NC(=O)COC(=O)c1ccccc1Nc1ccc(SC(F)F)cc1 was read as GLD-1 TGE inh 4, Bcl-xL primary 2, Fam108B inh 3, MEX-5 binding 1.2, GRK2 inh 0, MCL1-BIM inh 2, CIT2 TOR yeast 101, AGP1-GFP MLPCN 94 and VLA-4 inh 6.
Cc1nnc(NC(=O)C2=COCCO2)s1 was read as GLD-1 TGE inh -5, Bcl-xL primary 4, Fam108B inh -2, MEX-5 binding -11, GRK2 inh 2, MCL1-BIM inh 4, CIT2 TOR yeast 103, AGP1-GFP MLPCN 106 and VLA-4 inh -1.
`O=C(Nc1ccccc1N1CCOCC1)c1ccc(N2CCCC2=O)cc1` gave GLD-1 TGE inh 7, Bcl-xL primary -3, GRK2 inh 1, MCL1-BIM inh -7, CIT2 TOR yeast 84, AGP1-GFP MLPCN 91 and VLA-4 inh 9.
CC(=O)N1CC(C)Sc2ccc(S(=O)(=O)NC3CCCCC3)cc21 (centres undefined) was read as GLD-1 TGE inh 4, Bcl-xL primary 3, Fam108B inh -3, MEX-5 binding 0.4, GRK2 inh 1, MCL1-BIM inh 1, CIT2 TOR yeast 98, AGP1-GFP MLPCN 99 and VLA-4 inh 7.
`Cc1nn(-c2ccccc2)c(C)c1/C=N/n1c(-c2ccncc2)n[nH]c1=S` gave GLD-1 TGE inh -3, Bcl-xL primary -32, Fam108B inh -5, MEX-5 binding -1.3, GRK2 inh 0, MCL1-BIM inh -26, CIT2 TOR yeast 104, AGP1-GFP MLPCN 96 and VLA-4 inh -3.
For CCN(C(=O)COC(=O)/C(C#N)=C/c1ccc(N(C)C)cc1)C1CCS(=O)(=O)C1 (centres undefined) the results were GLD-1 TGE inh -148, GRK2 inh 0, CIT2 TOR yeast 98, AGP1-GFP MLPCN 96 and VLA-4 inh 12.
Screening COc1cccc(C2C(=O)c3ccccc3C2=O)c1 returned GLD-1 TGE inh 5, Bcl-xL primary 3, Fam108B inh 0, MEX-5 binding -0.2, GRK2 inh 4, MCL1-BIM inh -4, CIT2 TOR yeast 90, AGP1-GFP MLPCN 96 and VLA-4 inh 3.
COc1cc(/C=N\N=C2/SC(CC(=O)O)C(=O)N2c2ccc(O)cc2)ccc1O (centres undefined) was read as GLD-1 TGE inh -2, Bcl-xL primary -2, Fam108B inh 2, MEX-5 binding -4.4, GRK2 inh 0, MCL1-BIM inh 0, CIT2 TOR yeast 121, AGP1-GFP MLPCN 111 and VLA-4 inh -11.
Screening COCCn1cc(C(=O)NCc2ccco2)c2c3ccccc3n(C)c2c1=O returned GLD-1 TGE inh 4, Bcl-xL primary 6, Fam108B inh -2, MEX-5 binding -0.2, GRK2 inh 2, MCL1-BIM inh 6, CIT2 TOR yeast 106, AGP1-GFP MLPCN 104 and VLA-4 inh -8.
Screening COc1ccc(NC(=O)c2ccc(F)cc2)cc1S(=O)(=O)Nc1cc(C)ccc1Br returned GLD-1 TGE inh 4, Bcl-xL primary 0, Fam108B inh -28, MEX-5 binding 0.7, GRK2 inh 0, MCL1-BIM inh -8, CIT2 TOR yeast 100, AGP1-GFP MLPCN 107 and VLA-4 inh 9.
`CCCCCCCCCCOC(=O)Cn1c(COc2cccc(OC)c2)[n+](C)c2ccccc21` gave GLD-1 TGE inh -3, Bcl-xL primary 5, Fam108B inh 6, MEX-5 binding 3.1, GRK2 inh 0, MCL1-BIM inh 7, CIT2 TOR yeast 87, AGP1-GFP MLPCN 102 and VLA-4 inh 29.
`COc1cc(OC)cc(-c2c(-c3cccs3)c3cc(-c4cnc(OC)nc4)ccc3n2C)c1` gave GLD-1 TGE inh 0, Bcl-xL primary -2, GRK2 inh 68*, MCL1-BIM inh -6, CIT2 TOR yeast 97, AGP1-GFP MLPCN 96 and VLA-4 inh 25.
Screening CC1=CC2=NC(=O)CC(C)(C(=O)N(CC(=O)NC3CCCC3)c3cc(C)cc(C)c3)N2C=C1 (centres undefined) returned GLD-1 TGE inh -4, Bcl-xL primary 4, Fam108B inh 1, MEX-5 binding -1.1, GRK2 inh 2, MCL1-BIM inh 1, CIT2 TOR yeast 99, AGP1-GFP MLPCN 98 and VLA-4 inh 2.
Cc1nn(CC(=O)NCc2ccco2)c(C)c1[N+](=O)[O-] was read as GLD-1 TGE inh 9, Bcl-xL primary 1, Fam108B inh 2, MEX-5 binding 1.7, GRK2 inh 0, MCL1-BIM inh -3, CIT2 TOR yeast 104, AGP1-GFP MLPCN 107 and VLA-4 inh -1.
CC(=O)C1=C(O)C(=O)N(c2ccc(O)cc2)C1c1ccc(C)cc1 (centres undefined) was read as GLD-1 TGE inh 6, Bcl-xL primary 5, Fam108B inh -1, MEX-5 binding -0.1, MCL1-BIM inh 6, CIT2 TOR yeast 106, AGP1-GFP MLPCN 92 and VLA-4 inh 7.
OC(CNCCc1ccc(C(F)(F)F)cc1)COC(c1ccccc1)c1ccccc1 (centres undefined) was read as GLD-1 TGE inh 1, Bcl-xL primary 1, Fam108B inh -1, MEX-5 binding -2.5, GRK2 inh 5, MCL1-BIM inh 7, CIT2 TOR yeast 104, AGP1-GFP MLPCN 98 and VLA-4 inh -10.
O=C(CCC(=O)c1cccs1)NCc1ccc(Cl)cc1 was read as GLD-1 TGE inh -4, Bcl-xL primary -2, Fam108B inh -1, MEX-5 binding -0.8, GRK2 inh 0, MCL1-BIM inh -7, CIT2 TOR yeast 93, AGP1-GFP MLPCN 99 and VLA-4 inh 0.
`CCCCn1c(SCn2nnc3ccccc3c2=O)nc2cc(S(N)(=O)=O)ccc21` gave GLD-1 TGE inh 4, Bcl-xL primary -2, Fam108B inh 4, MEX-5 binding -0.1, GRK2 inh 0, MCL1-BIM inh 0, CIT2 TOR yeast 92, AGP1-GFP MLPCN 88 and VLA-4 inh 5.
`O=C(CCn1nc(-c2ccc(Cl)cc2)ccc1=O)N1CCN(c2ccc(F)cc2)CC1` gave GLD-1 TGE inh -3, Bcl-xL primary 3, Fam108B inh -10, MEX-5 binding -3.2, GRK2 inh 0, MCL1-BIM inh 5, CIT2 TOR yeast 101, AGP1-GFP MLPCN 85 and VLA-4 inh -1.
For COCCCNC(=S)NNC(=O)c1csc2ccccc12 the results were GLD-1 TGE inh 3, Bcl-xL primary 3, Fam108B inh 1, MEX-5 binding -1.8, GRK2 inh 0, MCL1-BIM inh 4, CIT2 TOR yeast 100, AGP1-GFP MLPCN 97 and VLA-4 inh -12.
`O=C(NCCc1csc(-c2ccc(Cl)cc2)n1)c1ccco1` gave GLD-1 TGE inh 4, Bcl-xL primary 9, Fam108B inh 0, MEX-5 binding -3.0, GRK2 inh 1, MCL1-BIM inh 4, CIT2 TOR yeast 98, AGP1-GFP MLPCN 99 and VLA-4 inh 17.
COC(=O)c1cccc(C(=O)N2CCCC(CNC(=O)c3ccccc3Cl)C2)c1 (centres undefined) was read as GLD-1 TGE inh 0, Bcl-xL primary 4, Fam108B inh 2, MEX-5 binding 3.6, GRK2 inh 0, MCL1-BIM inh -2, CIT2 TOR yeast 93, AGP1-GFP MLPCN 99 and VLA-4 inh 3.
For CCOC(=O)C1CCCN(C(=S)Nc2cccc(Cl)c2C)C1 (centres undefined) the results were GLD-1 TGE inh -2, Bcl-xL primary -1, Fam108B inh -8, MEX-5 binding 3.2, GRK2 inh 0, MCL1-BIM inh 2, CIT2 TOR yeast 104, AGP1-GFP MLPCN 105 and VLA-4 inh -19.
